# OX1R antag-1: antagonists of human orexin 1 receptor (OX1R); O43613; OX1R-expressing cells, FRET antagonist read-out; inhibition, % at 6.6 µM; actives 1.8% (n = 330,000); AID 485270; in the data active means inhibition mostly above about 38%, no sharp cut-off; inactive means mostly below about 40%;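 further: 0% = agonist challenge alone and 100% = reference antagonist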
# Target sequence (O43613 whole entry, looked up): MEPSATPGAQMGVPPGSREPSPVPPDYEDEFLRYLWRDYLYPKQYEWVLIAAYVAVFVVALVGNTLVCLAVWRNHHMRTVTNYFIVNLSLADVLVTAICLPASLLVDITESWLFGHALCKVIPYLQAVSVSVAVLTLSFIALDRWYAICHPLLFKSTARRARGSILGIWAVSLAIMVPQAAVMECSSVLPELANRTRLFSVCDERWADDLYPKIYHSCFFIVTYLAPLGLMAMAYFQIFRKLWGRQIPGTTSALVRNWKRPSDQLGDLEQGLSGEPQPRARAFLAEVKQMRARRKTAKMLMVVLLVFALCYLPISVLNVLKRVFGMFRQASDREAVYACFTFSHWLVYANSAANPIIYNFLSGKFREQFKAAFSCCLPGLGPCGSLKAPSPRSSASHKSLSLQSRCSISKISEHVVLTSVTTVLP
# OX1R antag-2: blocks the human orexin 1 receptor; CHO/OX1R cells, Fluo-8 calcium fluorescence, orexin A; O43613; AID 434989; actives 0.43% (n = 330,000); inhibition, % at 5 µM;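 active means inhibition above its plate's threshold, mean inhibition of all tested compounds on the plate plus 3 SD, cut at about 37% in these data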;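 further: 0% = orexin A challenge wells and 100% = SB-334867-A antagonist wells; not every result past the cut was called active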
# The depositor's hits bear a star.
SMILES,OX1R antag-1,OX1R antag-2
CCCCn1c(N)c(N(CCOC)C(=O)COc2ccc(C(C)=O)cc2)c(=O)[nH]c1=O,21,-7
CN1C(=O)C(C)(C)c2cc(S(=O)(=O)N3CCCC(C(=O)NCc4ccccc4Cl)C3)ccc21 (configuration not stated),8,-41
COC(=O)C1CCN(C(=O)COc2ccc(Cl)cc2)CC1,21,5
Cc1[nH]oc(=O)c1N=Nc1ccccc1,29,-1
O=C(N1CCCCCC1)N1CCN(C(=O)N2CCOCC2)CC1,8,-14
COc1cccc(/C=C/C(=O)N2CCN(S(=O)(=O)c3ccccc3)CC2)c1OC,5,-17
O=c1[nH][nH]c(-c2ccccc2)c1C=Nc1ccccc1Cl,7,-8
CC1CN(C(=O)C(C)N2CCN(c3ccccc3Cl)CC2)CC(C)O1 (configuration not stated),14,-24
COC1CCCN(Cc2c(C(=O)N3CCN(C4CCCCC4)CC3)nc3ccccn23)C1 (configuration not stated),28,-5
CCCCCC(=O)Nc1ccc(N2CCN(CC)CC2)c(Cl)c1,5,-15
CC(=O)c1ccc(N2CCN(C(=O)Cc3n[nH]c(=O)c4ccccc34)CC2)cc1,6,0
O=C(NC1CCCCC1)C(c1ccncc1)N(C(=O)c1csnn1)c1ccccc1F (configuration not stated),6,-17
OCC1(Cc2ccc(Cl)cc2)CCN(Cc2ccc(F)c(F)c2)CC1,16,-23
Cc1ccc(-c2nnc(-c3ccc(NC(=O)c4ccco4)cc3)o2)cc1,26,-40
COc1ccccc1/C=C\C=N\n1c(-c2ccc(Cl)cc2Cl)n[nH]c1=S,25,-13
Cc1ccc2c(c1)N(CC(=O)N1CCN(C3CCCCC3)CC1)C(=O)CO2,9,-8
O=C(CSc1nnc(-c2ccncc2)n1CCc1ccccc1)N1CCCC1,8,-23
Cc1nn(-c2ccccc2)c(Cl)c1C(=O)N1CCN(c2ncnc3c2cnn3-c2ccccc2)CC1,83*,51*
COc1ccc(Nc2nc(Cl)nc(NCc3ccco3)n2)c(OC)c1,29,-30
O=Cc1ccc(OCc2cccc(C(F)(F)F)c2)cc1O,3,-18
N#Cc1ccc(NCCc2ccccn2)c([N+](=O)[O-])c1,19,-2
CCOc1ccc(NC(=O)c2cc3ccccc3cc2O)cc1,10,-21
CC(=O)Nc1ccc(S(=O)(=O)Nc2nnc(CC(C)(C)C)s2)cc1,11,-3
COc1ccc(CCn2c(Br)nc3c2c(=O)[nH]c(=O)n3C)cc1,-2,-8
Nc1ccc2[nH]ncc2c1,26,6
CN1Cc2cc(C(=O)c3ccccc3O)cnc2NC1=O,17,-15
N#Cc1c(Nc2ccccc2)c(/C=N/NCCO)c[nH]c1=O,10,-5
CC(c1ccccc1)N1C(=O)/C(=C/c2ccncc2)SC1=S (configuration not stated),61,12
O=C1N(c2ccccc2)c2ccccc2C1(O)C(F)(F)F (configuration not stated),15,14
CC(C)CCN1CCN(C/C=C/c2ccco2)CC1CCO (configuration not stated),14,-9
CCC(C)(C)NC(=O)C(c1cccn1C)N(C(=O)Cn1nnc2ccccc21)c1ccc(OC)cc1 (configuration not stated),7,-40
COc1cc(CNC(=O)CCn2nc(C)c3c(C)n(-c4ccccc4)nc3c2=O)cc(OC)c1OC,6,-15
Cc1ccc(SCCOCCN2CCc3ccccc3C2)cc1,12,-37
COc1ccc(/C=C/C=N/NC(=O)COc2ccc(OC)cc2)cc1,38,-1
Cc1ccc(CONC(=O)c2cccc([N+](=O)[O-])c2)cc1,7,-5
COc1ccc(-c2cc(C(=O)N3CCN(c4ccccc4)CC3)no2)cc1OC,5,-22
CC1N(C)c2cc(NC(=O)c3cccs3)c(P(=O)(Nc3ccc([N+](=O)[O-])cc3)N3CCOCC3)cc2C1(C)C (configuration not stated),17,-5
Cc1ccc(-c2nnn(CC(=O)N(c3ccccc3)C(C(=O)NC(C)(C)C)c3cccs3)n2)o1 (configuration not stated),36,-26
S=c1[nH]c2ccc(Cl)cc2s1,5,-17
O=C(CNc1ccccc1)NN=C1CCCC1,25,-17

# Gathered by group, the entries above containing an aryl thioether with sulfur outside any ring (2)
SMILES,OX1R antag-1,OX1R antag-2
O=C(CSc1nnc(-c2ccncc2)n1CCc1ccccc1)N1CCCC1,8,-23
Cc1ccc(SCCOCCN2CCc3ccccc3C2)cc1,12,-37

# Continuation.
SMILES,OX1R antag-1,OX1R antag-2
Cc1ccc(C(=O)O/N=C(\N)c2ccc(Br)cc2)cc1C,27,-15
CCc1ccc(-c2cn3c(n2)SCC3)cc1,17,-21
COc1ccc(CC(NC(C)=O)C(=O)NC2CCN(c3nnnn3-c3ccccc3)CC2)cc1OC (configuration not stated),8,-7
COc1ccc(/C(O)=C2/C(=O)C(=O)N(Cc3ccco3)C2c2cccs2)cc1 (configuration not stated),7,-15
Cc1ccc(S(=O)(=O)N2CCN(S(=O)(=O)N3CCCCCC3)CC2)cc1,8,-21
Cc1ccc(-n2c(=S)[nH]c3sc4c(c3c2=O)CCc2ccccc2-4)cc1,12,6
COC(=O)c1ccc(/C=N/NC(=O)CCSc2nc3ccccc3s2)cc1,10,-9
Cc1ccc(Cn2c(NC(=O)c3ccco3)nc3ccccc32)cc1,19,-31
CCCOc1cc(N)ccc1C(=O)OCCN(CC)CC,11,-10
O=C(Nc1ccc(S(=O)(=O)N2CCCC2)cc1)c1ccc(Br)o1,9,-7
C[C@H](CO)N1C[C@H](C)[C@@H](CN(C)S(=O)(=O)c2cccs2)Oc2c(NS(=O)(=O)c3ccccc3)cccc2C1=O,13,-2
COc1cc(NC(=S)NCCCN2CCOCC2)c(OC)cc1Cl,16,-7
Cc1ccc(C2C3=C(CCCC3=O)Nc3[nH]c(=S)[nH]c(=O)c32)cc1 (configuration not stated),12,0
COc1ccc(CCNS(=O)(=O)CCNC(=O)c2ccc3c(c2)OCO3)cc1OC,9,-15
O=C(CCn1c(=O)oc2ccccc21)NCCN1CCOCC1,10,-10
Nn1c(Nc2ccccc2)nc2sc3c(c2c1=O)CCCC3,15,-32
O=C1C(C=NCc2ccco2)=C(O)c2ccccc21,34,-5
CN(Cc1ccccc1)C(=O)CNC(=O)Cn1cnc2ccccc2c1=O,9,-7
Cc1ccc(NC(=O)Cc2cn(C)c3ccccc23)cc1F,17,-2
CCOC(=O)COc1ccc2c(C)cc(=O)oc2c1C(=O)c1ccccc1,27,-44

# OX1R antag-2, hit marks shown above
SMILES,OX1R antag-1,OX1R antag-2
Cc1nn(-c2ccccc2)c(Cl)c1C(=O)N1CCN(c2ncnc3c2cnn3-c2ccccc2)CC1,83*,51*

# Remaining list, next part
SMILES,OX1R antag-1,OX1R antag-2
CN(C(=O)COC(=O)C1CCN(S(=O)(=O)c2ccc(Cl)cc2)CC1)C1CCS(=O)(=O)C1 (configuration not stated),2,-6
CC1=CSC2=NC(C(F)(F)F)(C(F)(F)F)NC(=O)N12,6,-3
CCn1c(SCC(=O)N/N=C(/C)c2ccncc2)nc2ccccc21,4,-22
c1ccc(CSc2nnc(-c3cccnc3)o2)cc1,23,-15
O=C(COC(=O)c1ccc(F)cc1F)NCc1ccc2c(c1)OCO2,3,-8
Fc1ccc(CNC(=S)NC2CCCCCC2)cc1,9,-19
Cc1ccc(S(=O)(=O)CC(=O)Nc2ccc3nc(C)sc3c2)cc1,11,-20
CCNC(=S)/C(=C(/[O-])c1ccc([N+](=O)[O-])cc1)[n+]1ccccc1,36,-12
Cc1ccc(N=Cc2c(O)[nH]c3ccccc23)c([N+](=O)[O-])c1,8,-40
CC(C)c1ccc(NC(=O)C(c2ccc3c(c2)OCO3)N2CCN(C(=O)c3ccco3)CC2)cc1 (configuration not stated),13,-4

# Compounds listed so far that contain a cyano group (2):
SMILES,OX1R antag-1,OX1R antag-2
N#Cc1ccc(NCCc2ccccn2)c([N+](=O)[O-])c1,19,-2
N#Cc1c(Nc2ccccc2)c(/C=N/NCCO)c[nH]c1=O,10,-5

# (further entries)
SMILES,OX1R antag-1,OX1R antag-2
COc1ccc(C(O)c2nc3ccccc3n2C(C)C)cc1 (configuration not stated),22,-8
Cc1cc(=O)oc2cc(NC(=O)C3CCCC3)ccc12,7,-26
CCCOc1ccc([N+](=O)[O-])cc1C1NC(=S)NC(c2ccccc2)=C1C(=O)OCC (configuration not stated),35,-8
CC1(C)CC(=O)C=C(c2cccc(O)c2)C1=O,21,-10
CN1CCN(C(=O)c2ccc3nc(-c4ccccc4)c(-c4ccccc4)nc3c2)CC1,8,-25
COc1ccc(S(=O)(=O)Nc2cc3[nH]c(=O)oc3cc2C)cc1,-5,-13
COC(=O)c1cc(C(=O)Nc2nc3ccccc3[nH]2)cc([N+](=O)[O-])c1,33,-22
NNC(=S)NCc1ccc2c(c1)OCO2,7,-7
COc1cccc(CN2CCN(Cc3cccc4nonc34)CC2CCO)c1 (configuration not stated),20,-44
CCOC(=O)CN(C(=O)COc1nc(-c2ccccc2)cc(C)c1C#N)c1ccc(F)cc1,9,-15
COc1ccc(CC(=O)OCC(=O)NC2CCCCC2)cc1OC,7,6
CC1(C)Cc2cccc(OCC(=O)NCCc3ccc(S(N)(=O)=O)cc3)c2O1,3,-12
Cc1cccc(CNC(=O)CCCn2nc(C)c3c(C)n(-c4ccccc4)nc3c2=O)c1,17,-41
O=C(O)c1ccccc1C(=O)Nc1ccccn1,3,-7
O=C(CSc1nnc(CCCN2C(=O)c3cccc4cccc(c34)C2=O)n1-c1ccccc1)NCCCO,32,-17
Cc1cc(C)cc(NC(=O)CSc2nncn2-c2ccccn2)c1,12,-20
COC(=O)c1ccccc1NC1c2ccccc2C(=O)N1c1cccnc1 (configuration not stated),25,-32
Cc1ccc(OCCC(=O)OCC(=O)N2CC(=O)Nc3ccccc32)cc1,5,-4
Cc1nnc(NC(=O)c2ccc(S(=O)(=O)N3CCOCC3)cc2)s1,4,-6
CC(=O)NC1Sc2ccccc2N=C1c1ccccc1 (configuration not stated),12,-10
O=C(Cn1ccc2ccccc2c1=O)N1CCN(c2cccc(Cl)c2)CC1,27,-16
CCC(=O)Nc1ccc2c(c1)ncn2C,13,-11
CCOC(=O)C1CCN(C(C)=C2C(=O)c3ccccc3C2=O)CC1,21,-16
CCOC(=O)c1c(C)n(C)c2cc(OCCN(CC)CC)ccc12,1,-28
Cc1nnc2c(NC3CCCC3)nc3ccccc3n12,23,4
COc1ccccc1-n1c(C)nc2cc(C(=O)NCCN3CCOCC3)ccc21,11,-17
Cc1nn(-c2ccccc2)c(N)c1N=Nc1ccc2ccccc2c1,17,-7
CN1C2C=C3C(C#N)=C(N)C(C#N)(C#N)[C@@H](c4cccs4)C3C1CC2 (some centres not stated),30,4
N/C(=N\OC(=O)c1ccc2ccccc2c1)c1ccccc1Cl,21,-16
Cc1ccc(CNC(=O)C23CN(Cc4ccccc4)CC2C(c2ccc([N+](=O)[O-])cc2)=NO3)cc1 (configuration not stated),15,-26

# Reprinted at random: 2 records from the list.
SMILES,OX1R antag-1,OX1R antag-2
CCC(=O)Nc1ccc2c(c1)ncn2C,13,-11
CCOC(=O)C1CCN(C(C)=C2C(=O)c3ccccc3C2=O)CC1,21,-16

# Next part:
SMILES,OX1R antag-1,OX1R antag-2
O=C(COC(=O)CCCNC(=O)c1ccc(Cl)cc1)Nc1ccc(Br)cc1,7,-21
O=C1N(c2ccccc2C(F)(F)F)OC1(Cc1ccccc1)c1ccccc1 (configuration not stated),8,-27
COc1ccc(Cl)cc1NC(=O)CN(C)C(=O)c1cccc(S(=O)(=O)N2CCN(C)CC2)c1,1,0
CCNc1nc(NCc2ccccc2)nc(Oc2ccc(=O)[nH]n2)n1,1,-12
COc1ccc(C2=NOC(C(=O)NCCCN3CCOCC3)C2)cc1 (configuration not stated),7,18
COc1ccc(NC(=O)C(=O)NNC(=O)COc2ccc(Cl)cc2)c(OC)c1,33,-22
CC(C)CN(C(=O)CN1CCN(S(=O)(=O)c2ccc3ccccc3c2)CC1)c1c(N)n(CC(C)C)c(=O)[nH]c1=O,9,-16
Cc1cc(Br)ccc1-n1[nH]c(C)c(C=Nc2cccc3nsnc23)c1=O,33,-5
O=C1CCC(=O)N1c1ccc(NC2CCN(Cc3ccccc3)CC2)c([N+](=O)[O-])c1,29,-10
CCCCNCc1ccc(SC)cc1,20,-4
CCOC(=O)c1cnn(CCOC(=O)c2ccccc2)c1NC(=O)c1ccccc1,4,-15
O=C(Nc1ccc(C(=O)c2ccc(C(=O)O)c(C(=O)O)c2)cc1)c1ccccc1,6,-28
O=S(=O)(c1ccc(NC(=S)NC2CCCC2)cc1)N1CCCC1,11,-5
CN(C)C(CNc1ncccn1)c1ccccc1 (configuration not stated),17,-20
O=C(OCC1CC(c2ccccn2)=NO1)c1ccc(Br)cc1 (configuration not stated),8,1
CCn1c(=O)n(CC(=O)Nc2cc(OC)ccc2OC)c(=O)c2ccccc21,27,-18
CCN(c1ccccc1)S(=O)(=O)c1ccc(OCc2c(C)noc2C)cc1,-7,-17
O=C(O)c1ccccc1C(=O)Nc1ccc(-n2nc(C(F)(F)F)cc2C(F)(F)F)cc1,4,1
Cc1ccc(CCC(=O)Nc2cc(Cl)ccc2Cl)o1,9,-15
O=S1(=O)CCOC[C@H](CC2CCCCC2)N1Cc1cccc(Cl)c1,26,-8
CCOC(=O)C1=C(O)C(=O)N(c2ccc(S(N)(=O)=O)cc2)C1c1ccc([N+](=O)[O-])cc1 (configuration not stated),28,8
O=C1CC(CC(=O)N/N=C/c2ccccc2[N+](=O)[O-])=NN1,28,-6
COc1ccc(C/C(C)=N/NC(=O)c2ccc(Cl)cc2)cc1,-1,-18
COc1ccccc1C(=O)NNC(=O)CCC(=O)NCc1ccccc1,8,3
COc1ccc(NS(=O)(=O)c2cc([N+](=O)[O-])ccc2NN=Cc2ccccc2OCC(=O)O)cc1,9,-5
Cc1ccc(NC(=O)CCC(=O)NNC(=O)NC2CCCCC2)c(C)c1,6,-8
COc1ccc(Oc2nc3ccccc3n(C)c2=O)cc1,-7,-1
COc1ccccc1CC(=O)N(CCC#N)CCC#N,4,-20

# Screening data: PubChem BioAssay, The Scripps Research Institute Molecular Screening Center
